Screening results as filed in PubChem.
KB-V1 cytotox = qHTS assay for MDR1-selective chemotherapeutics: Primary screen using the drug-selected MDR subline cells KB-V1; Potency, µM (series often up to 46.1 µM), inactives show at the top dose activity change, negative = cytotoxicity, most hits filed as cytotoxic; AID 1347076, 2019; 400,000 compounds, 3.4% hits; KB-V1 MDR cells viability, CellTiter-Glo, 72 h; note: % is set by controls: 0 for no effect and ±100 for the full control effect; nearly all actives have a fitted effect of over 60% in size
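Readout: CellTiter-Glo luminescence, 10 min after addition. Cells: KB-V1 MDR subline, 72 h at 37 degrees C with compound. Analysis: corrected, normalized data fitted to concentration-effect curves.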
GLP1R ag = qHTS of GLP-1 Receptor Agonists. AID 624172, 2012. HEK293 GLP-1R CRE-luciferase, luminescence, 4-6 h; cells express a hypersensitive GLP-1R form. Potency, µM (doses to about 45.6 µM), for the others: top-dose activation, hits mostly activators. 380,000 compounds, 0.007% hits. Glucagon-like peptide 1 receptor (Homo sapiens), P43220; note: % of control where 0% means no effect
Target sequence (P43220 whole entry, looked up): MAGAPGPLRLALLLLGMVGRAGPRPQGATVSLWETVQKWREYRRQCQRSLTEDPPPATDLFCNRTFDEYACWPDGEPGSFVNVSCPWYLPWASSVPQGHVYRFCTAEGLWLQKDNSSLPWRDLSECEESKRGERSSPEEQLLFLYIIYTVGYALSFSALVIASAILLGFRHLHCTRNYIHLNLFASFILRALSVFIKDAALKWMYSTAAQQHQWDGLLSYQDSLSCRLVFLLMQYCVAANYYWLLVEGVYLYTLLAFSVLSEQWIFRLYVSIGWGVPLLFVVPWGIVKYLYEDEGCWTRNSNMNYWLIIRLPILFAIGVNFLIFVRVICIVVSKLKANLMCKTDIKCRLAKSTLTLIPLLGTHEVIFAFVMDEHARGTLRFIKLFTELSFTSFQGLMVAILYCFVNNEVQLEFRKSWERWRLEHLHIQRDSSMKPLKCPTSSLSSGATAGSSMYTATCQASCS
GLP1R inv ag = qHTS of GLP-1 Receptor Inverse Agonists (Inhibition Mode). Potency, µM (series often up to 38.3 µM), without a hit: top-dose activity change, negative = inhibition, usual class: inhibitors. 410,000 compounds, 1.6% hits. AID 624417, 2012. Glucagon-like peptide 1 receptor (Homo sapiens), P43220. HEK293 GLP-1R CRE-luciferase, luminescence, 24 h; GLP-1R form is constitutively active; note: % is set by controls: 0 for no effect and ±100 for the full control effect; nearly all actives have a fitted effect of over 55% in size
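Inverse agonism was detected as reduced cAMP-driven luciferase luminescence after 24 h compound treatment. The cells were HEK293 clones expressing constitutively active human GLP-1R with the reporter. Reporter-only and GPR119 cell lines served as counterscreen controls.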
HEK293 tox = qHTS of GLP-1 Receptor Inverse Agonists: Cytotox Screen; 410,000 compounds, 0.13% hits; HEK293 cAMP-luciferase reporter cells, luminescence, 24 h; Potency, µM (series often up to 38.3 µM), inactives show at the highest dose activity change, negative = inhibition, most hits filed as inhibitors;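 note: loss of luciferase light is scored as toxicity; % is set by controls: 0 for no effect and ±100 for the full control effect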
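Seeding density was 200 cells/uL; after overnight-length (12 h) culture, 23 nL compounds went on for 24 h at 37 °C. Readout used a luciferase detection reagent, luminescence taken after 12 min at room temperature.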
HT1080 IDH1KD tx = qHTS for induction of synthetic lethality in tumor cells producing 2HG: qHTS for the HT-1080-IDH1KD cell line; Potency, µM (series often up to 46.1 µM), for the others: top-dose activity, negative = toxicity, hits mostly cytotoxic; 360,000 compounds, 2% hits; AID 686971, 2013; HT-1080 IDH1 knockdown viability, ATP luminescence, 48 h;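 note: 0% = DMSO wells and -100% = cell-free medium wells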
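Knockdown cells (IDH1KD HT-1080) received compounds 2 h after plating at 750 cells/well and were kept 48 h at 37 °C in 5% FBS RPMI. A CellTiter-Glo luminescence read gave % activity for curve fitting.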
HT1080-NT tox = qHTS for induction of synthetic lethality in tumor cells producing 2HG: qHTS for the HT-1080-NT fibrosarcoma cell line; HT-1080-NT fibrosarcoma viability, CellTiter-Glo ATP luminescence, 48 h; Potency, µM (doses to about 46.1 µM), without a hit: top-dose activity, negative = less viability, hits mostly cytotoxic; 360,000 compounds, 1.6% hits; AID 686970, 2013;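 note: NT is the 2HG producing partner of a matched IDH1 knockdown line; 0% = DMSO-treated cells and -100% = media-only wells without cells; nearly all actives have a fitted effect of over 55% in size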
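Toxicity toward the 2HG-producing NT line was scored as %Activity, normalised to DMSO and no-cell wells, from CellTiter-Glo luminescence after 48 hours' treatment.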
SW480 rereplic = A quantitative high throughput screen for small molecules that induce DNA re-replication in SW480 colon adenocarcinoma cells; SW480 DNA re-replication, Hoechst DNA content imaging, 48 h; Potency, µM (doses to about 46.1 µM), without a hit: top-dose re-replication activation, actives largely listed as activators; 340,000 compounds, 1.8% hits; AID 624297, 2012; note: % of control where 0% means no effect; nearly all actives have a fitted effect of over 55% in size
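Image-based read-out: total Hoechst fluorescence of nuclei (405 nm excitation, 500-530 nm emission), with hits raising the fraction of high-intensity nuclei. SW480 colon cells incubated 48 hr with compounds at 37 C.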
KB-3-1 tox = qHTS assay for MDR1-selective chemotherapeutics: Primary screen using the parental adenocarcinoma cell KB-3-1; KB-3-1 viability, CellTiter-Glo ATP luminescence, 72 h; Potency, µM (highest dose often 46.1 µM), for inactives: top-dose activity change, negative = cytotoxic, usual class: cytotoxic; 400,000 compounds, 1.4% hits; AID 1347075, 2019; note: % is set by controls: 0 for no effect and ±100 for the full control effect; nearly all actives have a fitted effect of over 60% in size
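72 h, 37 °C compound treatment of KB-3-1 parental cells; CellTiter-Glo added, 10 min, luminescence read. Data corrected against DMSO-only plates and normalized before curve fitting.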
TDP-43 yeast inh = qHTS of TDP-43 Inhibitors; TDP-43 expressing yeast growth rescue, BacTiter-Glo, 24 h; Potency, µM (doses to about 46.1 µM), for the others: at the top dose growth rescue (activation), most hits filed as activators; 410,000 compounds, 1.8% hits; note: % of control where 0% means no effect; nearly all actives have a fitted effect of over 50% in size
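Yeast expressing TDP-43 (pregrown in raffinose, seeded at OD600=0.02 in galactose medium) exposed to compounds 24 hr at 30 deg C. Growth read by BacTiter-Glo luminescence; rescue of toxicity appears as increased signal.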
* hit, by the source's call; ? = inconclusive; / = not tested or not shown; [ ] = dose if it differs, or a comment. Calls come from the whole dose curve; as a rule, active = well fitted curve in the direction sought with a large enough effect; inconclusive = small, poorly fitted or top-dose-only effect, or another doubt; inactive = no such curve, though single readings can be large; an effect the other way counts as inactive or inconclusive. Potency is the fitted concentration of half-maximal effect.

The line under a structure holds: KB-V1 cytotox	GLP1R ag	GLP1R inv ag	HEK293 tox	HT1080 IDH1KD tx	HT1080-NT tox	SW480 rereplic	KB-3-1 tox	TDP-43 yeast inh
Cn1c(=O)c2c(ncn2CC(=O)Nc2ccc(N3CCOCC3)cc2)n(C)c1=O
 : 15.8%	-5.0%	30.0%	10.7%	-2.0%	-2.8%	-2.7%	0.8%	-3.6%
O=c1cc[nH]c2c(C(F)(F)F)cccc12
 : 0.0%	3.2%	22.6%	61.3%[activator]	-5.5%	-9.5%	0.5%	-0.1%	-10.8%
CCOc1ccccc1NC(=O)Nc1ccsc1C(=O)OC
 : -13.4%	-0.5%	-8.1%	-9.6%	19.6%	-3.0%	?	2.0%	?
CCCCCn1c(S(=O)(=O)O)nc2ccccc21
 : 11.1%	-8.6%	0.0%	-10.7%	0.2%	13.3%	-12.0%	-1.7%	-12.4%
CCOC(=O)c1sc2nc(SCC#N)n(CC3CCCO3)c(=O)c2c1C (configuration not stated)
 : -19.6%	-2.5%	0.0%	-3.9%	1.5%	19.1%	-21.2%	-14.2%	-3.4%
Cn1c(C(=O)NCCCN2CCN(c3ccc(F)cc3)CC2)cc2c(=O)n(C)c3ccccc3c21
 : 4.9%	-4.3%	4.4%	2.4%	5.7%	0.5%	-2.1%	-6.2%	-1.4%
CCN(CC)S(=O)(=O)c1ccc(/C=C/C(=O)N(c2ccccn2)C2CCCCC2)cc1
 : -31.0%	5.6%	13.8%	5.4%	-8.8%	7.5%	15.6%	-1.3%	-2.3%
CCOc1ccc(-c2nnn(CC(=O)c3cc(OC)ccc3OC)n2)cc1
 : 5.17µM*	-0.3%	3.9%	-4.5%	3.3%	19.9%	6.4%	14.6µM*	3.4%
Cc1nn(Cc2ccc(C(=O)O)o2)c(C)c1[N+](=O)[O-]
 : 0.4%	0.0%	1.5%	-0.2%	-2.1%	0.2%	?	0.0%	-25.0%
CC(C)C[C@@H](COCc1cccc(C(F)(F)F)c1)N1CCN(C(=O)c2ccc(C(F)(F)F)cc2)CCC1=O
 : 18.4µM*	-0.6%	?	-29.8%	?	?	/	?	24.0%

Entries of single compounds as entered above:
Cn1c(=O)c2c(ncn2CC(=O)Nc2ccc(N3CCOCC3)cc2)n(C)c1=O across the screens: KB-V1 cytotox: 15.8%; GLP1R ag: -5.0%; GLP1R inv ag: 30.0%; HEK293 tox: 10.7%; HT1080 IDH1KD tx: -2.0%; HT1080-NT tox: -2.8%; SW480 rereplic: -2.7%; KB-3-1 tox: 0.8%; TDP-43 yeast inh: -3.6%
CC(C)C[C@@H](COCc1cccc(C(F)(F)F)c1)N1CCN(C(=O)c2ccc(C(F)(F)F)cc2)CCC1=O across the screens: KB-V1 cytotox: 18.4µM*; GLP1R ag: -0.6%; GLP1R inv ag: ?; HEK293 tox: -29.8%; HT1080 IDH1KD tx: ?; HT1080-NT tox: ?; SW480 rereplic: /; KB-3-1 tox: ?; TDP-43 yeast inh: 24.0%

The listing continues.
The line under a structure holds: KB-V1 cytotox	GLP1R ag	GLP1R inv ag	HEK293 tox	HT1080 IDH1KD tx	HT1080-NT tox	SW480 rereplic	KB-3-1 tox	TDP-43 yeast inh
CC(C)(C)NC(=O)CN(Cc1ccc(F)cc1)C(=O)Cn1nnc(-c2ccc(F)cc2)n1
 : -23.2%	1.7%	-22.0%	-4.8%	-12.3%	-0.4%	-2.1%	-10.4%	3.8%
O=C(NCc1ccccc1)NC1COc2ccccc2C1 (configuration not stated)
 : -0.5%	/	-13.2%	16.4%	/	/	/	5.7%	6.0%
CCC(Sc1nc2ccccc2c2nc(CCc3c(C)n[nH]c3C)nn12)C(=O)Nc1ccc(F)cc1 (configuration not stated)
 : -2.0%	/	2.6%	-7.6%	/	/	/	7.5%	25.2%
O=C1c2cccc([N+](=O)[O-])c2C(=O)N1C1CCCCC1
 : -1.8%	-2.8%	16.5%	1.7%	3.7%	4.4%	-60.6%[inhibitor]	12.0%	?
COc1ccccc1NC(=O)c1ccc(NS(=O)(=O)c2ccc(F)c(Cl)c2)cc1
 : -7.8%	9.9%	10.5%	-3.7%	-7.2%	-7.5%	-0.4%	-6.1%	8.5%
O=C(CSc1nc2ccccc2nc1SCC(=O)N1CCCCC1)N1CCCCC1
 : -13.9%	-1.1%	10µM*	?	-26.4%	?	1.7%	-7.1%	-3.9%
Cc1ccc(-c2cc3nc(-c4ccccc4)cc(N4CCOCC4)n3n2)cc1
 : 3.1%	6.7%	-17.9%	47.5%[activator]	-4.2%	-3.6%	?	-5.0%	16.5%
O=C(CCN1CCc2ccccc21)c1ccc2c(c1)OCCO2
 : -2.8%	-3.9%	?	-21.5%	?	?	?	?	-14.7%
Cc1nn(C)cc1CNC(=O)c1ccc(Br)o1
 : ?	-13.2%	-5.6%	3.5%	-0.9%	6.0%	-0.7%	-1.3%	-18.6%
CCOC(=O)c1c(N)sc(C(=O)N(C)C)c1CN1CCOCC1
 : 10.9%	1.9%	7.3%	2.3%	0.1%	12.3%	-23.5%	-4.1%	-22.3%
C=CCc1c(C)nc2c(-c3ccccc3)cnn2c1N1CCOCC1
 : -5.0%	11.8%	27.7%	14.9%	14.4%	19.9%	2.7%	-1.8%	5.9%
COc1ccc(-n2c(=O)[nH]cc(C(=O)Nc3ccccc3)c2=O)cc1
 : 0.0%	-2.5%	-9.8%	3.3%	-1.8%	4.0%	?	-8.7%	-25.5%
CCn1c2ccccc2c2cc(/C=N/n3cnnc3)ccc21
 : 11.7%	4.1%	?	?	-18.2%	?	-16.2%	8.7%	?
C/C(Cl)=C\Cn1c(N2CCCCCC2)nc2c1c(=O)n(C)c(=O)n2C
 : -29.6%	19.6%	?	6.0%	-7.6%	-1.7%	-3.1%	-13.1%	-6.1%
COc1cccc(N2CC(C(=O)Nc3nnc(SCC(=O)NC4CCCC4)s3)CC2=O)c1 (configuration not stated)
 : 24.4%	1.2%	27.0%	-1.1%	-1.8%	3.8%	-20.1%	-3.0%	8.9%
C=C(C)CSc1nc2ccccc2c(=O)n1-c1c(C)n(C)n(-c2ccccc2)c1=O
 : ?	0.4%	14.8%[7.66 µM]	-0.9%[7.66 µM]	-16.7%	-21.1%	-1.0%	2.2%	-1.0%
CC(=O)Nc1ccc(N/C=C/C(=O)c2ccco2)cc1
 : 0.0%	2.1%	-4.8%	-18.4%	2.9%	7.5%	-4.0%	15.9%	2.4%
CCCc1nc2ccccc2c(C(=O)OCC(=O)N2CCc3ccccc32)c1CC
 : 6.51µM*	-4.1%	2.82µM*	4.1%	-15.9%	0.6%	0.4%	?	13.9%
CCOCCCN(Cc1ccco1)S(=O)(=O)c1cc2c(cc1C)NC(=O)CO2
 : -8.7%	/	2.6%	-1.8%	/	/	/	-1.0%	5.4%
O=C(CN1CCCCC1)N1CCN(S(=O)(=O)c2ccccc2)C1
 : -24.2%	6.2%	-21.4%	-20.5%	-12.8%	-0.3%	-6.7%	8.4%	-9.3%
Cc1sc2ncn(CC(=O)N3CCC(C(N)=O)CC3)c(=O)c2c1S(=O)(=O)N1CC(C)CC(C)C1 (configuration not stated)
 : 24.4%	-0.8%	1.4%	-4.4%	1.1%	5.7%	-4.0%	1.3%	1.7%
CC(C)(C)OC(=O)NCc1ccc(CNC(=O)c2[nH]cnc2C(=O)N[C@@H](Cc2ccccc2)C(=O)OCc2ccccc2)cc1
 : 2.8%	2.5%	-0.3%	-18.3%	-5.5%	-26.5%	3.5%	0.0%	10.6%
CCOc1ccc(NC(=O)CCNC(=O)C2CCN(S(=O)(=O)c3ccccc3)CC2)cc1
 : ?	-2.4%	8.4%	0.1%	-7.0%	-0.2%	-41.6%[inhibitor]	-1.0%	1.6%
CCOc1ccc(Nc2ccc3nonc3c2[N+](=O)[O-])cc1
 : -3.1%	3.6%	3.3%	-4.8%	21.1%	13.3%	-3.4%	-5.9%	4.8%
Cn1c2ccccc2c2cc(C(=O)OCC(=O)N3CC(=O)Nc4ccccc43)sc21
 : -13.1%	5.2%	-19.4%	-20.1%	0.5%	-12.2%	1.1%	-27.5%	-26.2%
COc1cc(C(=O)OCC(=O)N(C)Cc2ccccc2)cc(OC)c1OC
 : 0.3%	1.6%	14.1%	-5.5%	-12.2%	-5.3%	-2.2%	24.6%	3.1%
Cc1nc2[nH]c(=O)c3c(n2n1)NC1=C(C(=O)CC(C)(C)C1)C3c1ccccc1 (configuration not stated)
 : 4.7%	-13.4%	0.0%	3.3%	-2.3%	-6.5%	-4.6%	-0.8%	?
CCCC(=O)Nc1ccc(NCc2ccc(C)s2)cc1
 : 0.0%	1.7%	-26.4%	3.8%	-3.3%	-1.1%	2.7%	-20.8%	14.4%
Cc1sc2ncn(CC(=O)NCCc3ccccc3)c(=O)c2c1C
 : ?	4.3%	0.4%	13.0%	0.7%	-1.0%	16.0%	6.7%	-3.9%
COc1cccc(-c2cc(C(=O)Nc3ccc([N+](=O)[O-])cn3)c3ccccc3n2)c1
 : -10.6%	-21.3%	-26.9%	-25.7%	0.0%	-1.5%	11.1%	-5.9%	0.8%
COc1ccc(NS(=O)(=O)c2ccc(C)c(C(=O)N3CCC3)c2)cc1
 : -0.2%	-7.9%	7.4%	-13.5%	2.2%	6.7%	0.0%	-5.2%	12.6%
COc1ccc(Cc2n[nH]c(=S)n2NC(=O)Nc2ccc(C)cc2)cc1
 : -0.9%	10.1%	15.5%	1.2%	-0.6%	-21.3%	-440.9%[1.84 µM]	28.2%	22.6%
Oc1ccccc1N1CCN(c2ccc3ccccc3n2)CC1
 : ?	19.6%	?	9.3%	-5.2%	-20.6%	-9.0%	-6.3%	23.5%
COc1ccc(-c2cc(C(F)(F)F)nc(SCCC(=O)Nc3cccc(OC)c3)n2)cc1
 : ?	1.3%	?	-10.5%	/	/	/	-21.8%	19.6%
